mcGAS RapidFire: mouse cGAS inhibition by mass spec; Q8C6L5; recombinant mouse cGAS, cGAMP by RapidFire MS; inhibition, % at 12.5 µM; 0.18% of 130,000 active;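 active = inhibition of cGAS enzyme activity at or above 60%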;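 also: enzyme stimulated by 45 bp dsDNA with ATP and GTP substrates; cGAMP share of summed cGAMP plus half ATP and half GTP signals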
Target sequence (Q8C6L5 whole entry, looked up): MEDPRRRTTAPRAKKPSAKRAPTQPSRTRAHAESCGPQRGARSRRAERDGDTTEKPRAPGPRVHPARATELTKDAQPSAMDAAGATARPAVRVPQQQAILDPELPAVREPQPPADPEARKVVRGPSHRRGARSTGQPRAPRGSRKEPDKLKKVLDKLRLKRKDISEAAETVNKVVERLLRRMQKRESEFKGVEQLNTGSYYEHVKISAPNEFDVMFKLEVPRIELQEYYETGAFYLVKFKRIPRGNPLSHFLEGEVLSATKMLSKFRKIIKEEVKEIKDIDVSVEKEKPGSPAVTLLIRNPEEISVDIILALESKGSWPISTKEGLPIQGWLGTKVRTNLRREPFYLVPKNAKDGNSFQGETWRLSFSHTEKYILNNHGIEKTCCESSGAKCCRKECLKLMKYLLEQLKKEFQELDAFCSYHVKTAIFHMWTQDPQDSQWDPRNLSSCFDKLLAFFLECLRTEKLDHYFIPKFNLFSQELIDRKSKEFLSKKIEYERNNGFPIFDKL
An asterisk follows results filed as active; & = joins results of further samples. A portion of the library. The share of hits here may be higher or lower than overall.

Cc1ccc(C2(O)CCN(C(=O)c3ccc(-n4cnnc4)cc3)CC2)nc1 was read as mcGAS RapidFire -24.3.
`Cc1cc(C)nc(CCNC(=O)Cn2nnnc2CN2CCCCCC2)n1` gave mcGAS RapidFire -3.3.
O=C1NCCc2c(OCC(=O)N3CCCCC3)cccc21 was read as mcGAS RapidFire -6.9.
Cc1ccc(C)c(C2CCN(C(=O)c3ccc4c(=O)n(-c5ccccc5)c(=O)[nH]c4c3)CC2)c1 was read as mcGAS RapidFire 0.1.
`CC1CCCC(NC(=O)CSc2nnc(-c3ccco3)n2C)C1C` (configuration not stated) gave mcGAS RapidFire -6.3.
`CCN(CCn1cccn1)C(=O)CC1C(=O)NCCN1Cc1cc(OC)cc(OC)c1` (configuration not stated) gave mcGAS RapidFire -6.0.
Screening Cn1c(SCC(=O)NC(=O)NC2CCCCC2)nnc1-c1ccco1 returned mcGAS RapidFire -1.5.
COc1cccc(-n2ccnc2SCc2nc3ccccc3c(=O)n2CC(N)=O)c1 was read as mcGAS RapidFire -3.4.
`COCCNC(=O)Cn1nc(C(C)C)c2cnn(-c3ccccc3C)c2c1=O` gave mcGAS RapidFire -4.6.
Screening N#CC1C(=N)Oc2n[nH]c(-c3ccc4c(c3)OCO4)c2C1c1ccc(F)cc1 (configuration not stated) returned mcGAS RapidFire -12.9.
`COc1ccc(-c2csc(NC(=O)C34CC5CC(CC(Cl)(C5)C3)C4)n2)cc1OC` gave mcGAS RapidFire -1.3.
For CC1(C)CC2CC(C)(CN2C(=O)CSc2nc3ccccc3n2CCC#N)C1 (configuration not stated) the results were mcGAS RapidFire 3.3.
O=C(c1cccnc1-c1ccoc1)N1C[C@H]2CC[C@@H]1C2 was read as mcGAS RapidFire -19.5.
For Cc1c(C(=O)N(C)CC(=O)Nc2cccc(F)c2)sc2ncn(C)c(=O)c12 the results were mcGAS RapidFire -3.9.
COC(=O)c1cc2n(n1)CCCN(Cc1coc3ccccc3c1=O)C2 was read as mcGAS RapidFire -12.2.
Screening O=C1NC(=S)SC1=Cc1ccccc1Cl returned mcGAS RapidFire 47.7.
`COc1ccc(OC)c(N)c1` gave mcGAS RapidFire -8.3.
`COc1ccc(C2=NC(=Cc3ccc4c(c3)OCCO4)C(=O)O2)cc1OC` gave mcGAS RapidFire -3.8.
`CCc1nnsc1C(=O)N1CCCN(c2ccncc2C)CC1` gave mcGAS RapidFire -7.1.
For CS(=O)(=O)N1CCCC(NCc2ccc(-c3ccc(C(F)(F)F)cc3)o2)C1 (configuration not stated) the results were mcGAS RapidFire -5.8.
Screening CC(SCc1cccc(F)c1F)C(=O)NC(C)(C)C (configuration not stated) returned mcGAS RapidFire 0.9.
Screening CCCCN(C(=O)c1ccc(S(=O)(=O)N(CC)CC)cc1)C1CCS(=O)(=O)C1 (configuration not stated) returned mcGAS RapidFire -2.8.
Screening O=C(O)c1ccccc1S(=O)(=O)Cc1ccccc1 returned mcGAS RapidFire -2.8.
Screening O=S1(=O)C=CC(=C(Cl)Cl)C1 returned mcGAS RapidFire -11.6.
For Cc1ncoc1C(=O)N1CCC2(CCCN(Cc3cccc(F)c3F)C2)C1 (configuration not stated) the results were mcGAS RapidFire -8.7.
`CCOC(=O)c1nn(-c2ccc(F)cc2)c(=O)cc1N1CCc2ccccc21` gave mcGAS RapidFire -3.3.
Screening O=C(O)c1ccc(F)c(S(=O)(=O)Cc2ncon2)c1 returned mcGAS RapidFire 7.4.
Screening CC1(C(=O)NS(=O)(=O)Cc2ccccc2)CCN1C(=O)Cc1ccc(-c2ccccc2)cc1 (configuration not stated) returned mcGAS RapidFire -14.0.
For CCC1=NOC(Cn2cnc(-c3ccccc3)c2-c2c(C)nn(C)c2Cl)C1 (configuration not stated) the results were mcGAS RapidFire -11.4.
Screening CCN(CC)S(=O)(=O)c1ccc(NC(=O)CNc2cc(C)cc(C)c2)cc1 returned mcGAS RapidFire -5.6.
`CC1CC(Sc2nnc(-c3cccs3)n2C2CC2)C(=O)O1` (configuration not stated) gave mcGAS RapidFire -0.1.
`CC#CCN1C(=O)C(CCC(=O)N2CCN(C)CC2)NC(=O)c2ccccc21` (configuration not stated) gave mcGAS RapidFire -8.1.
For Cn1c(=O)c2c(ncn2CC(=O)NC(C)(C)C)n(C)c1=O the results were mcGAS RapidFire -47.5.
`NC(=O)c1cc(CCOC(=O)C(c2ccccc2)n2cccn2)c(C(F)(F)F)[nH]c1=O` (configuration not stated) gave mcGAS RapidFire -4.7.
For Cc1csc(C2CCCCN2C(C)C(=O)NC(C)c2ccccc2)n1 (configuration not stated) the results were mcGAS RapidFire -13.2&-9.4.
O=c1[nH]c2ccc(S(=O)(=O)Nc3ccc(Cl)cc3Cl)cc2s1 was read as mcGAS RapidFire -23.0.

Next part; it opens with the 2 that closed the last part.
For Cc1csc(C2CCCCN2C(C)C(=O)NC(C)c2ccccc2)n1 (configuration not stated) the results were mcGAS RapidFire -13.2&-9.4.
O=c1[nH]c2ccc(S(=O)(=O)Nc3ccc(Cl)cc3Cl)cc2s1 was read as mcGAS RapidFire -23.0.
`Cc1nc2ccccc2c2nc(N)nn12` gave mcGAS RapidFire 48.4.
Screening c1cc(CN(Cc2ccoc2)C2CCCCC2)on1 returned mcGAS RapidFire -10.1.
`Cn1cc(C2=C(c3cn(CCCSC(=N)N)c4ccccc34)C(=O)NC2=O)c2ccccc21` gave mcGAS RapidFire -19.7.
Screening c1ccc2c(c1)CCCN2CCCn1cnnc1 returned mcGAS RapidFire 0.0.
`CCOc1ccc(Nc2oc(-c3ccc(OC)cc3)nc2C#N)cc1` gave mcGAS RapidFire -5.9.
Screening CCN(CC)S(=O)(=O)c1cc(C)c(C)c(NS(=O)(=O)c2ccc3c(c2)OCCO3)c1 returned mcGAS RapidFire -9.2.
Screening Cc1cccc(-n2nc3c(c2NC(=O)c2ccc(OC(C)C)cc2)CS(=O)C3)c1C (configuration not stated) returned mcGAS RapidFire -6.4.
c1ccc(-c2cccc(CN3CCC(OCc4cccnc4)CC3)c2)nc1 was read as mcGAS RapidFire -20.6.
COCC(C)NC(=O)C1CCN(C(=O)CCn2c(C)cc(C)nc2=O)CC1 (configuration not stated) was read as mcGAS RapidFire -9.5.
Screening CC(O)c1ccc(N(C)C)c2c(N(C)C)cccc12 (configuration not stated) returned mcGAS RapidFire -11.6.
CCCOc1ccc(OCCSc2nc3ccccc3[nH]2)cc1 was read as mcGAS RapidFire 4.6.
For CCC1(c2ncc[nH]2)Cc2ccccc2O1 (configuration not stated) the results were mcGAS RapidFire 1.5.

Sorted by count of non-hydrogen atoms (descending): 3 of the compounds above.
Screening CCN(CC)S(=O)(=O)c1cc(C)c(C)c(NS(=O)(=O)c2ccc3c(c2)OCCO3)c1 returned mcGAS RapidFire -9.2.
CCCOc1ccc(OCCSc2nc3ccccc3[nH]2)cc1 was read as mcGAS RapidFire 4.6.
Screening c1ccc2c(c1)CCCN2CCCn1cnnc1 returned mcGAS RapidFire 0.0.

(list continues)
Screening CC1CCc2nc(NC(=O)Cc3c(F)cccc3Cl)sc2C1 (configuration not stated) returned mcGAS RapidFire -17.7.
For COc1cc(C=C2SC(=S)N(CC(=O)O)C2=O)cc(OC)c1OC(C)=O the results were mcGAS RapidFire 8.5.
CC1(C)CC2CC(C)(CN2C2=Nc3cccc4cccc2c34)C1 (configuration not stated) was read as mcGAS RapidFire -22.8&-6.6.
`O=C(N/N=C\c1ccccn1)c1cc(-c2ccc3c4c(cccc24)CC3)n[nH]1` gave mcGAS RapidFire -11.0.
CC(C)n1nccc1NC(=O)COc1ccccc1C#N was read as mcGAS RapidFire 3.0.
Screening Cc1ccc(-n2ncc3c(C)nn(Cc4ccccc4F)c(=O)c32)c(C)c1 returned mcGAS RapidFire -1.4.
CN1CCCC2(CCN(Cc3ccc(C#CC(C)(C)O)s3)C2)C1=O (configuration not stated) was read as mcGAS RapidFire -43.0.
`Cc1cc(CSc2nnc(NC3CC3)s2)no1` gave mcGAS RapidFire -3.8.
Cc1cc(NC(=O)c2cc(S(=O)(=O)N(C)C)ccc2C)n(C2CCS(=O)(=O)C2)n1 (configuration not stated) was read as mcGAS RapidFire -0.5.
For CCn1cc(NC(=O)c2cc(Cl)ccc2OC(F)F)ccc1=O the results were mcGAS RapidFire -9.4.
For CC(/C=N\N1C(=O)c2ccccc2C1=O)=C\c1ccc(C(C)C)cc1 the results were mcGAS RapidFire -34.6.
Cn1/c(=N\N=C2CCCc3ccccc32)sc2ccccc21 was read as mcGAS RapidFire -7.5.

The list goes on; the last six above are carried over.
CN1CCCC2(CCN(Cc3ccc(C#CC(C)(C)O)s3)C2)C1=O (configuration not stated) was read as mcGAS RapidFire -43.0.
`Cc1cc(CSc2nnc(NC3CC3)s2)no1` gave mcGAS RapidFire -3.8.
Cc1cc(NC(=O)c2cc(S(=O)(=O)N(C)C)ccc2C)n(C2CCS(=O)(=O)C2)n1 (configuration not stated) was read as mcGAS RapidFire -0.5.
For CCn1cc(NC(=O)c2cc(Cl)ccc2OC(F)F)ccc1=O the results were mcGAS RapidFire -9.4.
For CC(/C=N\N1C(=O)c2ccccc2C1=O)=C\c1ccc(C(C)C)cc1 the results were mcGAS RapidFire -34.6.
Cn1/c(=N\N=C2CCCc3ccccc32)sc2ccccc21 was read as mcGAS RapidFire -7.5.
Screening COc1cccc(-n2ccnc2SCCF)c1 returned mcGAS RapidFire -11.2.
For O=[N+]([O-])c1ccc(N2CCCC2)nc1 the results were mcGAS RapidFire -9.1.
`CCCOc1c(CNC2CCSC2)cccc1OC` (configuration not stated) gave mcGAS RapidFire -7.3.
CCN(CC)c1cc(C)nc(Nc2ccc(NC(=O)C3CCCC3)cc2)n1 was read as mcGAS RapidFire -10.9.
For Cc1cn2nc(N(C)CCOc3ccc(Cl)cc3)sc2n1 the results were mcGAS RapidFire -1.8.
For O=C(c1ccco1)N1N=C(C2CC2)CC1(O)C(F)(F)F (configuration not stated) the results were mcGAS RapidFire -3.0.
`O=C(Nc1ccc(-c2ccc(NC(=O)c3ccc(=O)oc3)cc2)cc1)c1ccc(=O)oc1` gave mcGAS RapidFire -8.6.
Screening COc1ccc(/C=C/C(=O)N2CCCC2c2ccncc2)c(OC)c1 (configuration not stated) returned mcGAS RapidFire 10.8.
Cc1ccc(NC(=O)C(C)N2CCN(Cc3ccsc3)CC2)cc1 (configuration not stated) was read as mcGAS RapidFire -1.3.
Cc1cc(NC(=O)c2cccc(=O)[nH]2)n(Cc2ccccc2Cl)n1 was read as mcGAS RapidFire -2.0.
Screening CCC(NC(=O)CSc1nnc(N)s1)c1ccnn1C (configuration not stated) returned mcGAS RapidFire -18.5.
For Cc1ccc(-c2cn(-c3ccc(C)cc3)c(=N)s2)cc1 the results were mcGAS RapidFire -6.0.
`Cc1ccc2[nH]c3c(c2c1)CN(C(=O)C1CCCN(CC(N)=O)C1)CC3` (configuration not stated) gave mcGAS RapidFire -17.7.
O=C(O)C1C2C=CC3(CN(C4CCCCC4)C(=O)C13)O2 (configuration not stated) was read as mcGAS RapidFire 34.1.
COc1cc(Cl)ccc1C(=O)NCc1cc(C(C)C)no1 was read as mcGAS RapidFire -10.7.
`CC(C)C(NC(=O)Cc1ccccc1)C(=O)N(C)Cc1ccc(F)cc1F` (configuration not stated) gave mcGAS RapidFire 4.0.
For NC(=O)c1ccc(Nc2ncnc3sc4c(c23)CCCC4)cc1 the results were mcGAS RapidFire -3.4.
For c1cc2occc2c(N2CCN(Cc3nc4c(s3)CCCC4)CC2)n1 the results were mcGAS RapidFire 2.6.
Screening Cc1cnc(C(=O)N2CCCC(CCc3cccc(F)c3)C2)cn1 (configuration not stated) returned mcGAS RapidFire -11.8.
`Cc1cc(C)c(-c2cc(NCCO)nc(N)n2)c(C)c1` gave mcGAS RapidFire -8.0.
COC(=O)NC1(c2ccccc2)CCCC1 was read as mcGAS RapidFire -8.1.
For COc1ccc(F)c(-c2nc(Cn3ncc4cccnc43)c(C)o2)c1 the results were mcGAS RapidFire -15.5.
O=c1c(O)c(-c2ccccc2)oc2ccccc12 was read as mcGAS RapidFire -6.1.
COc1ccccc1C(C)(C)NC(=O)NCC(=O)N(C)C was read as mcGAS RapidFire 3.7.
Screening S=C(NCc1ccc2c(c1)OCO2)c1ccccc1 returned mcGAS RapidFire -0.2.
`CN(Cc1ccsc1)C(=O)[C@H](N)c1ccccc1` gave mcGAS RapidFire -7.3.
Screening CC1=C(c2ccc(Cl)cc2)N2CCS(=O)(=O)N=C2S1 returned mcGAS RapidFire 2.1.
For Cc1ccccc1-c1cc(O)c2c(c1)CN(C(=O)c1ccnc(N)c1)CCO2 the results were mcGAS RapidFire -9.0.
Screening CSc1ccccc1NC(=O)C(C)(C)Oc1ccc(Cl)cc1 returned mcGAS RapidFire 14.7.
`COc1ccc(C)cc1C(C)NC(C)c1nnc(-c2ccccc2)o1` (configuration not stated) gave mcGAS RapidFire -12.6.
`Cc1ccc(F)cc1C(=O)N1CCC1(C)C(=O)O` (configuration not stated) gave mcGAS RapidFire 3.3.
`COCCn1cnnc1SC(c1ccccc1)C(F)(F)F` (configuration not stated) gave mcGAS RapidFire -2.8.
`CCCCOC(=O)C1=C(C)N(C)C(=O)NC1c1ccccc1Cl` (configuration not stated) gave mcGAS RapidFire -6.5.
CCc1nonc1NC(=O)c1ccccc1Br was read as mcGAS RapidFire 13.6.
`NCc1ccc(S(N)(=O)=O)cc1` gave mcGAS RapidFire -11.6&-0.1&0.2.
For Cc1ccc(/C=C/C(=O)N2c3ccccc3C[C@H]2C(N)=O)o1 the results were mcGAS RapidFire -16.6.
Cc1[nH]cnc1CN1CCOC(CCc2ccccc2)C1 (configuration not stated) was read as mcGAS RapidFire -14.1.
For CCC(CO)NC(=S)N=P(c1ccccc1)(N(CC)CC)N(CC)CC (configuration not stated) the results were mcGAS RapidFire -1.8.
For O=C(NCc1ccccc1)C1CNCC1c1cccc(C(F)(F)F)c1 (configuration not stated) the results were mcGAS RapidFire -5.8.
COc1ccc(S(=O)(=O)NC(=O)C2(C)CCN2C(=O)CC2CCCC2)cc1 (configuration not stated) was read as mcGAS RapidFire -8.3.
For Cc1ccc(C(=O)NCCn2cc(SCC(=O)NCc3ccccc3)c3ccccc32)cc1 the results were mcGAS RapidFire -11.4.
Cc1ccc(NC(=O)COc2ccc3oc4c(c3c2)CCCC4)cc1S(=O)(=O)N1CCOCC1 was read as mcGAS RapidFire 7.9.
Screening O=C(CCN1CCSC1=O)NCc1nccc2ccccc12 returned mcGAS RapidFire -1.9.
For Cc1cc(-n2c(C)cc(C(=O)CSc3nncn3C)c2C)no1 the results were mcGAS RapidFire -9.9.

Screens (PubChem BioAssay)
